Screening results: PubChem BioAssay, Emory University Molecular Libraries Screening Center
14-3-3g Raf: modulators of 14-3-3 gamma protein binding, primary screen, biochemical, fluorescence polarization; 14-3-3 protein gamma (Homo sapiens), P61981; AID 422, 2006; FP, 14-3-3gamma / TMR-pS259-Raf peptide binding; inhibition, % at 40 µM; 160,000 compounds, 0.19% hits; in the data active means inhibition above about 30%;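 further: 0% = protein plus tracer without compound and 100% = blank with tracer alone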
Target sequence (P61981 whole entry, looked up): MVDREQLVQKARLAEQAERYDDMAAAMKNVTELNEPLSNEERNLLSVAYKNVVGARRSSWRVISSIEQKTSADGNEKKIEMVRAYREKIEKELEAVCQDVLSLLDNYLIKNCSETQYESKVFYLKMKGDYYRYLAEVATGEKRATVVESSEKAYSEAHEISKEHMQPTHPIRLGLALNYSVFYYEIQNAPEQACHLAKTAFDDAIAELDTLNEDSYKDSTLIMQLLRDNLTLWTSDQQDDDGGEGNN
Starred values were filed as active, the others as inactive; & = joins results of further samples. This is a subset; rates above refer to the full screens.

SMILES	14-3-3g Raf
COC(=O)c1ccc(C2C(C(=O)OCc3ccccc3)=C(C)NC3=C2C(=O)CCC3)cc1 (configuration not stated)	5.8
COc1ccc(NC(=O)CSc2nnc(-c3cccc(N)c3)n2C)cc1	-4.7
O=C(Nc1ccccc1N1CCOCC1)c1cc2ccccc2o1	-4.9
NS(=O)(=O)c1ccc(NC(=O)c2ccc(COc3ccccc3Cl)o2)cc1	-1.0
COc1cc(S(=O)(=O)N2CCCC3(CCCCC3)C2)ccc1-n1cnnn1	-7.4
CN(Cc1ccccc1)c1nc(-c2cccs2)cc(C(F)(F)F)n1	4.3
CCn1c(N)c(C(=O)NC2CCCC2)sc1=S	1.6
CC(C)C(NC(=O)COc1cccc(Br)c1)C(=O)O (configuration not stated)	0.0
COc1ccc(-c2nc(-c3ccc(NC(=O)c4ccncc4)cc3)no2)cc1OC	-6.2&-20.4
Cn1c2c(c(=O)n(C)c1=O)C(c1ccc([N+](=O)[O-])cc1)C1=C(N2)c2ccccc2C1=O (configuration not stated)	-3.9
COc1ccc(-c2cc(C(F)(F)F)n3nc(C(=O)NCc4ccc5c(c4)OCO5)cc3n2)cc1OC	4.6
COc1ccc(C(=O)N=C2NC(=O)C(C)S2)cc1 (configuration not stated)	-1.0
O=C(NC1CC1)c1scc2c1OCCO2	-7.0
CCOC(=O)c1c(NC(=O)COc2ccc(F)cc2)sc2c1CCCCC2	2.1
COc1ccc(CNC(=O)c2cc(Sc3ccc(F)cc3)nc3ccccc23)cc1	0.6
CC(C)CCNC(=O)C1CCN(S(=O)(=O)c2cccc3nsnc23)CC1	12.6
C=CCN(CC=C)C(=O)c1ccncc1	1.8
Cc1c(C)n(C(=O)CN2CCN(Cc3ccc4c(c3)OCO4)CC2)c2ccccc12	1.2
CCOc1ccc2nc(NC(=O)CSc3nnc(-c4ccncc4)n3CC3CCCO3)sc2c1 (configuration not stated)	10.3
CCOC(=O)N1CCC(N2C(=O)c3ccc(C(=O)Nc4ccc(F)cc4F)cc3C2=O)CC1	1.7
C=CCOC(=O)C1=C(C)NC2=C(C(=O)CCC2)C1c1cccc(Br)c1 (configuration not stated)	-25.4
O=C(O)CCC(=O)c1ccc2c(c1)OCCCO2	2.7
CC(C)(C)C1CCC(OC(=O)CCC(=O)O)CC1 (configuration not stated)	2.8
CC(C)COC(=O)C1C2C=CC3(CN(c4ccccc4Br)C(=O)C13)O2 (configuration not stated)	0.6
O=C(Nc1cccc(NC(=O)c2ccco2)c1)c1ccc2c(c1)OCO2	-0.7

The closing four compounds of the section before open the next one.
SMILES	14-3-3g Raf
O=C(O)CCC(=O)c1ccc2c(c1)OCCCO2	2.7
CC(C)(C)C1CCC(OC(=O)CCC(=O)O)CC1 (configuration not stated)	2.8
CC(C)COC(=O)C1C2C=CC3(CN(c4ccccc4Br)C(=O)C13)O2 (configuration not stated)	0.6
O=C(Nc1cccc(NC(=O)c2ccco2)c1)c1ccc2c(c1)OCO2	-0.7
Cc1ccc(-n2c(=S)[nH]c3sc4c(c3c2=O)CCCCC4)cc1	-20.6
CCN(CC)CCNC(=O)c1c(O)c2cccc3c2n(c1=O)CC3	-7.3
CCC(Sc1nncn1C)C(=O)Nc1ccccc1OC (configuration not stated)	-2.8
COc1ccc(NC(=O)CSc2nccn2-c2cccc(C)c2)c(OC)c1	-7.3
CCC1CCCCN1C(=O)Cn1c(C(=O)OC)cc2sc(Cl)cc21 (configuration not stated)	-5.5
Cc1ccc(CSC2=NCCN2C(=O)C23CC4CC(CC(C4)C2)C3)cc1	-2.4
Cn1c(NCC2CCCO2)nc2c1c(=O)n(Cc1ccccc1)c(=O)n2C (configuration not stated)	-8.0
CCCS(=O)(=O)N1CCN(S(=O)(=O)CCC)CC1	-8.9
CN(C)CCNC(=O)C1c2ccccc2C(=O)N(C)C1c1cn(C)c2ccccc12 (configuration not stated)	-4.0
NC(=O)c1cnn2c(C(F)(F)F)cc(-c3ccc(F)cc3)nc12	-3.0
NC(=O)c1c(NC(=O)CCc2ccccc2)sc2c1CCCC2	3.3
CCSc1nnc2c(n1)OC(c1ccc(C(=O)OC)cc1)N(C(=O)CC)c1ccccc1-2 (configuration not stated)	-22.2
Cn1c(C(=O)N2CCCC(C(=O)O)C2)cc2sccc21 (configuration not stated)	-4.6
Cc1cc(NC(=O)COc2ccc(Cl)cc2Cl)n(CCC#N)n1	-5.8
Cc1cc(NCc2ccco2)n2c(nc3ccccc32)c1C#N	-21.3
O=C(CSc1nnc(-c2ccco2)o1)N1CCCCC1	2.9
C=CCNS(=O)(=O)c1nc2nc(C)c(C)c(C)n2n1	4.1
COc1ccc(NC(=O)CCNS(=O)(=O)c2ccc(Br)s2)cc1	-26.4
Cn1c2ccccc2c2c(C(=O)NCC3CCCO3)cn(C3CCCCC3)c(=O)c21 (configuration not stated)	5.2
O=S(=O)(c1ccccc1)c1nc(-c2cccc(Cl)c2)oc1N1CCCCC1	-6.5
CCOc1cccc(-c2nnc3sc(C4CCCCC4)nn23)c1	-6.7
COC(=O)c1c(NC(=O)CC2SCC(C(=O)OC)NC2=O)sc2c1CCCC2 (configuration not stated)	-3.9
O=C(c1ccccc1)N1CCN(S(=O)(=O)c2ccc([N+](=O)[O-])cc2)CC1	-10.4
COc1cc(C(=O)c2ccccc2)c([N+](=O)[O-])cc1OC	-4.5
CCOc1cccc2cc(C(=O)Nc3nccs3)c(=O)oc12	-5.8&-8.5
Further compounds follow.
SMILES	14-3-3g Raf
COc1ccc(OC)c(-c2nc3c(C)n[nH]c(=O)c3[nH]2)c1	-9.9
CCCc1n(CC(O)COc2ccccc2C)c2ccccc2[n+]1C (configuration not stated)	-4.0
CC1CCC(N2CC(=O)N(CCc3ccccc3)C(c3ccc(F)cc3)C2=O)CC1 (configuration not stated)	-5.7
O=C(O)CN=C1NC2(CCCCC2)Cc2ccccc21	-6.3
CCc1ccccc1NS(=O)(=O)c1cc(C)ccc1OC	-18.9
COCCSc1nnc(NC(=O)CSCc2ccccc2)s1	-2.9
CC1(C)CC(=O)c2c(oc3ccc(NS(=O)(=O)c4cc([N+](=O)[O-])ccc4Cl)cc23)C1	-0.6
Cc1ccc(CNC(=O)CN(Cc2ccc(Br)cc2)S(=O)(=O)c2ccccc2)cc1	4.4
COc1ccc(-c2cc(C(=O)Nc3ccc(C)cc3)no2)cc1OC	-1.9
CCOC(=O)c1ccc2nc(NS(=O)(=O)c3ccc(C)cc3)sc2c1	-7.7
COc1cccc(-c2nnc(NC(=O)Cc3cccs3)s2)c1	-13.6
CC(C)CCn1c(SCC(=O)OCn2nnc3ccccc3c2=O)nc2ccccc2c1=O	1.6
COC(=O)c1cc(N2C(=O)C3C4C=CC(CO)(O4)C3C2=O)ccc1Cl (configuration not stated)	-25.2
CCN(Cc1ccccc1)C(=O)C1c2ccccc2C(=O)N2CCc3cc(OC)c(OC)cc3C12 (configuration not stated)	3.1
O=C(c1ccco1)N1CCN(C(=O)c2cc(-c3ccccn3)nc3ccc(Cl)cc23)CC1	-43.6
Cc1ccc(-n2nnc3c(=O)oc4ccccc4c32)cc1	1.3&-4.1
COc1cc(C(=O)Nc2nc3ccc(S(=O)(=O)N4CCOCC4)cc3s2)cc(OC)c1OC	-6.7
Brc1ccc(C=NC2CCCCC2)cc1	1.0
Cc1ccc(C2CC(c3ccccc3F)n3nnnc3N2)cc1 (configuration not stated)	1.0
CC1=C(C(=O)Nc2cccc(C)n2)C(c2cccc(Oc3ccccc3)c2)C2=C(CC(C)(C)CC2=O)N1 (configuration not stated)	-0.5
CCOC(=O)c1c(NC(=O)COc2ccc(Cl)cc2C)sc(C)c1C	-41.7
CC1(C)CC(=O)C2=C(C1)Oc1nc3ccccc3cc1C2C(C#N)C#N (configuration not stated)	-5.5
O=C(CSc1nc2c(c(=O)n1-c1ccc(Br)cc1)SCC2)Nc1nccs1	-14.2
Cc1cccc(C)c1NC(=O)CN1C(=O)c2ccc([N+](=O)[O-])cc2C1=O	-4.9
Cc1c(C(=O)N2CCCCC2)sc2nc[nH]c(=O)c12	-1.2
More results.
SMILES	14-3-3g Raf
CCc1ccc(-c2nc3cc(NC(=O)c4ccc(Cl)cc4)ccc3o2)cc1	-19.9
O=[N+]([O-])c1ccc2nc(NCCCO)nc(-c3ccccc3)c2c1	-3.3
COc1ccc(C(=O)Oc2c(S(=O)(=O)c3ccc(C)cc3)c(C)nn2-c2ccccc2)cc1OC	1.2
CC1(C)CC2CC(C)(CN2C(=O)c2cc(-c3ccc(Br)cc3)on2)C1 (configuration not stated)	-5.1
COc1ccc(N2CCN(CCCNC(=O)CC3Oc4ccc(C)cc4NC3=O)CC2)cc1 (configuration not stated)	-6.9
Cc1cccc(N2C(=O)C3C4C=CC(C5CC45)C3C2=O)c1 (configuration not stated)	-2.5
Cc1ccc(CN2C(=O)CCC2C(=O)NC2CCCCC2)cc1 (configuration not stated)	0.1
O=C(CCn1c(=O)[nH]c2ccsc2c1=O)Nc1ccc(F)cc1	-0.2
CCOC(=O)N1CCC(NC(=O)CCN2C(=O)C3C4C=CC(C4)C3C2=O)CC1 (configuration not stated)	-7.1
CCOc1ccc(N(CCC#N)S(=O)(=O)c2ccccc2[N+](=O)[O-])cc1	-10.6
O=C(NC1CCCc2ccccc21)c1sc(=S)n2c1[nH]c(=O)c1ccccc12 (configuration not stated)	-21.9
COc1ccc(S(=O)(=O)N2CCSC2c2ccc(OC)c(Br)c2)cc1 (configuration not stated)	-7.3
Cc1ccc(C)n1-c1ccc(C(=O)N2CCOCC2)cc1	-1.5
Cc1ccc(C)n1-c1cccc(C(=O)Nc2ccccc2C(F)(F)F)c1	-101.9
CC1=C(C(=O)OCC(C)C)C(c2cccc(OCc3ccccc3)c2)C2=C(CCCC2=O)N1 (configuration not stated)	-7.3
CN(C)c1ccc(CNn2cnnc2SCc2ccccc2F)cc1	-4.7
CCN(CC)C(=O)Cn1cnc2sc(C(=O)Nc3ccccc3C(F)(F)F)c(C)c2c1=O	-19.6
O=C(NCc1ccc(Cl)cc1)C(=O)N1CCCC1	-25.7
NC(=O)c1cc2cc(Br)ccc2oc1=Nc1cc(C(F)(F)F)ccc1Cl	1.4
CCOC(=O)N1CCN(C2CC(=O)N(c3ccc(C)cc3)C2=O)CC1 (configuration not stated)	-7.6
Nc1nc(SCC(=O)NCc2ccccc2)n[nH]1	-4.2
COc1ccccc1NC(=NS(=O)(=O)c1ccc(Cl)cc1)c1ccccc1	-10.0
Cc1ccc(S(=O)(=O)N2CCN(C(=O)c3cccc(F)c3)CC2)cc1	-10.3
Cn1nnnc1SCC(=O)N1c2ccccc2Sc2ccc(Cl)cc21	-7.3&-0.9
Cc1ccc(-n2c(=O)c3sccc3n(CC(=O)Nc3cccc(C(F)(F)F)c3)c2=O)cc1F	-3.0

Rewritten in markdown: entries from further up.
| compound | 14-3-3g Raf |
| --- | --- |
| COc1ccccc1NC(=NS(=O)(=O)c1ccc(Cl)cc1)c1ccccc1 | -10.0 |
| Cc1ccc(S(=O)(=O)N2CCN(C(=O)c3cccc(F)c3)CC2)cc1 | -10.3 |
| Cn1nnnc1SCC(=O)N1c2ccccc2Sc2ccc(Cl)cc21 | -7.3&-0.9 |

The list continues:
SMILES	14-3-3g Raf
O=C1C2C3C=CC(C3)C2C(=O)N1c1cccc2cccnc12 (configuration not stated)	-2.2
Cc1ccc2c(c1)C(c1ccccc1)N(C(=O)CCCc1ccccc1)CC(=O)N2 (configuration not stated)	11.5
CC(=O)C(C)(CCC(=O)O)CCC(=O)O	-9.3
COc1ccccc1NC(=O)Cn1c(=O)n(Cc2ccccc2)c(=O)c2ccccc21	-3.6
Cn1nnnc1SCC(=O)Nc1ccccc1Cl	-7.9
O=C1CC(Sc2nnnn2C2CCCCC2)C(=O)N1c1ccccc1 (configuration not stated)	-9.5
Cc1ccc(NS(=O)(=O)c2ccc(Cl)c(C(=O)O)c2)cc1	-5.3
COc1ccc(Cl)cc1NC(=O)c1sc2nc(C)nc(N3CCC(C)CC3)c2c1C	1.1
O=C1C(Cc2ccccc2)N=C2c3ccccc3N=C(SCc3ccccc3F)N12 (configuration not stated)	0.6
CC1(C(=O)O)CCC(C(=O)Nc2ccccc2)C1(C)C (configuration not stated)	13.9
CCN(CC)C(=O)c1cc2c(=O)n3ccccc3nc2s1	3.1&-6.6
CCN=C1SC(C(=O)Nc2ccc(OCC)cc2)CC(=O)N1CC (configuration not stated)	-2.7
Cc1cccc(-n2ncc3c(Nc4ccc(C)c(Cl)c4)ncnc32)c1	1.0
O=C(NCCc1ccc(Cl)cc1)c1ccc(Cn2c(=S)[nH]c3ccc(N4CCOCC4)cc3c2=O)cc1	-3.2
COc1ccc(OC)c(NC(=O)Cn2c(=O)n(Cc3ccccc3)c(=O)c3ccccc32)c1	5.5
CSc1c(C(=O)NCc2ccccc2)ccc2c1C(=O)c1ccccc1C2=O	5.2
CCOC(=O)c1sc2ncn(CC(=O)NCc3ccccc3Cl)c(=O)c2c1C	-5.1
O=C(CN1N=C(c2ccc(Cl)cc2)CCC1=O)NC1CCCCC1	-4.8
COc1c(Cl)cc(-c2noc(C)c2C(=O)NCc2ccc3c(c2)OCO3)cc1Cl	0.1
Nc1cc(N)nc(SCC(=O)Nc2ccc(Br)cc2Cl)n1	1.9
Cn1cc(/C=N/n2cnc3scc(-c4ccc(Cl)cc4)c3c2=O)c2ccccc21	5.2
O=C1c2ccccc2C(=O)C1c1nc2ccc3ccccc3c2s1	-75.4
CCN1C(=O)c2cccc3c(S(=O)(=O)N4CCN(c5ccccn5)CC4)ccc1c23	0.7
COc1ccc(-c2cc(C(=O)NCCC(C)C)c3cc(C(C)C)ccc3n2)cc1	-19.1
COC(=O)c1cc(NS(=O)(=O)c2ccc(N3CCCCC3)c(N)c2)cc(C(=O)OC)c1	-7.4
C/C(=C1/SC(N2CCOCC2)=NC1=O)c1ccc(Cl)cc1	-5.2
CCCCN(CC)Cc1c(C)[nH]c2ccc(Br)cc2c1=O	-6.2
Cc1ccc(NC(=O)CC2Sc3ccccc3NC2=O)cc1C (configuration not stated)	-8.5

Arranged by value in 14-3-3g Raf (rising): four from the list above
| Compound | 14-3-3g Raf |
| --- | --- |
| COc1ccc(-c2cc(C(=O)NCCC(C)C)c3cc(C(C)C)ccc3n2)cc1 | -19.1 |
| O=C1C(Cc2ccccc2)N=C2c3ccccc3N=C(SCc3ccccc3F)N12 (configuration not stated) | 0.6 |
| Cc1cccc(-n2ncc3c(Nc4ccc(C)c(Cl)c4)ncnc32)c1 | 1.0 |
| Cc1ccc2c(c1)C(c1ccccc1)N(C(=O)CCCc1ccccc1)CC(=O)N2 (configuration not stated) | 11.5 |
